# USP1 inh = USP1/UAF1 (human) deubiquitinase inhibition. O94782. recombinant USP1/UAF1, Ub-Rhodamine cleavage fluorescence. Potency, µM (series often up to 57.1 µM), without a hit: at the top dose activity change, negative = inhibition, usual class: inhibitors. 390,000 compounds, 0.23% hits. AID 743255; also: potency is read from the fitted curve at half-maximal effect; % is scaled to controls: 0 for no effect and ±100 for the full control effect; nearly all actives have a fitted effect of over 60% in size; inactives centre near -12
#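 USP1/UAF1 complex (1 nM) preincubated 15 min at room temperature with compound, then Ub-Rho substrate (150 nM final) added. Kinetic fluorescence at 480/540 nm over 6 reads at 60 s intervals; 50 mM HEPES pH 7.8, 0.5 mM EDTA, 0.1 mg/ml BSA, 1 mM TCEP, 0.01% Tween-20.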
# IDH1 R132H inh = human IDH1 R132H inhibition | O75874 | AID 602179 | 390,000 compounds, 0.093% hits | IDH1-R132H enzyme, NADPH consumption, diaphorase/resazurin fluorescence | Potency, µM (series often up to 76.6 µM), without a hit: at the highest dose activity change, negative = inhibition, hits mostly inhibitors; also: potency is read from the fitted curve at half-maximal effect; % is scaled to controls: 0 for no effect and ±100 for the full control effect; nearly all actives have a fitted effect of over 65% in size
#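 IDH1-R132H (0.5 ug/mL) preincubated 30 min with compound, then NADPH (0.016 mM) and alpha-KG (2 mM) added; 80 min at RT, pH 7.5. Remaining NADPH coupled via diaphorase/resazurin to fluorescence (540/590 nm); concentration-response curves normalized to no-enzyme control.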
# RXFP1 ag = RXFP1 (human) receptor agonism; Q9HBX9; 370,000 compounds, 0.3% hits; HEK293T-RXFP1 cAMP TR-FRET, 30 min; response scale: percent of porcine relaxin response, buffer zero; Potency, µM (series often up to 57.5 µM), without a hit: at the highest dose activation, usual class: activators; also: potency is read from the fitted curve at half-maximal effect; % is scaled to controls: 0 for no effect and ±100 for the full control effect; nearly all actives have a fitted effect of over 60% in size; many of its hits are not listed in these tables
#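 HEK293T cells stably expressing RXFP1 were pretreated with the PDE4 inhibitor Ro 20174, exposed to compounds for 30 min at 37C, lysed, and cAMP was read by TR-FRET. Data normalized to buffer (basal) and 29 nM porcine relaxin (100%).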
# Vif-A3F inh = blocks the Vif interaction with APOBEC3F; HeLa A3F-eYFP + Vif (tagged APOBEC3F with the HIV-1 protein that degrades it), YFP fluorescence increase; Potency, µM (series often up to 46.1 µM), for inactives: at the highest dose activity, negative = active; AID 602313; 390,000 compounds, 0.2% hits; also: potency is read from the fitted curve at half-maximal effect; % of control where 0% means no effect; nearly all actives have a fitted effect of over 65% in size
#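 Fluorescence increase (Ex 488/Em 500-530) after overnight compound treatment at 37 deg C flags inhibition of Vif-driven A3F-eYFP loss in stable HeLa A3F-eYFP/Vif cells seeded overnight beforehand.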
# LDHA inh = LDHA (human) enzyme inhibition; P00338; 480,000 compounds, 0.15% hits; activity change, % (values are at about 110 or 230 µM); purified LDHA, NADH/diaphorase-resazurin fluorescence; active compounds read low; in the data active = activity change below about -30%; inconclusive = mostly about -25% to -30%;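 also: plate controls were DMSO wells for no effect and wells without enzyme for full effect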
#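 Remaining NADH was detected by diaphorase (0.133 mg/mL) converting 37 µM resazurin to fluorescent resorufin, read at 0 and 20 minutes. The preceding 5-minute room-temperature reaction used 2 nM LDHA, 0.2 mM sodium pyruvate and 0.06 mM NADH at pH 7.4.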
# TrxR1 substrate = is turned over as a substrate by rat TrxR1 | purified TrxR1 substrate turnover, NADPH consumption readout | Potency, µM (titrated, usually from 114 µM), for inactives: top-dose activity change, negative = substrate turnover | 390,000 compounds, 0.01% hits | AID 588456; also: potency is read from the fitted curve at half-maximal effect; % is scaled to controls: 0 for no effect and ±100 for the full control effect; nearly all actives have a fitted effect of over 50% in size
#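 Rat TrxR1, dispensed at 90 nM, was prereduced with 400 uM NADPH (final) for 5 min at ~22 deg C, then incubated with compound 15 min before 400 uM selenite. A first-read NADPH fluorescence drop versus no-compound background flagged substrates.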
# Vif-A3G inh = Vif-A3G binding inhibition. HeLa A3G-eYFP + Vif (tagged APOBEC3G with the HIV-1 protein that degrades it), YFP fluorescence, overnight. Potency, µM (highest dose often 46.1 µM), without a hit: at the highest dose activity, negative = active, hits mostly inhibitors. 410,000 compounds, 0.076% hits. AID 602310;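 also: potency is read from the fitted curve at half-maximal effect; % is scaled to controls: 0 for no effect and ±100 for the full control effect; nearly all actives have a fitted effect of over 60% in size; hits raise eYFP signal because A3G escapes Vif-driven loss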
# Target sequence (Q9HC16 whole entry, looked up): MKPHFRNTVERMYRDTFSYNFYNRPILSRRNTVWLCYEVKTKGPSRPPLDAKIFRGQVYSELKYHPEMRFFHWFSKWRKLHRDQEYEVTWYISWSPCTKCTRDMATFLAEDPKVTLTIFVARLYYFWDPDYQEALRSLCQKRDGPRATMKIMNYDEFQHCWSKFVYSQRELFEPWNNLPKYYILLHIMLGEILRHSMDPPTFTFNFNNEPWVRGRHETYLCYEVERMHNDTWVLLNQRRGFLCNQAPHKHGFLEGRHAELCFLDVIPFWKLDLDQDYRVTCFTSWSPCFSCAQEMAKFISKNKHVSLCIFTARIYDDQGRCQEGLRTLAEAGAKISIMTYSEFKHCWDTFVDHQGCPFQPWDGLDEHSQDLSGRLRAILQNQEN
#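 HeLa cells stably expressing Vif and C-terminally eYFP-tagged A3G, seeded overnight at 37 deg C, then exposed to compound by pintool overnight at 37 deg C. Rise in yellow fluorescence (Ex 488/Em 500-530, Acumen) marks blocked Vif-driven A3G degradation.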
# PI4K2A block = PI4K2A (human) kinase inhibition. Q9BTU6. purified PI4K2A, ADP-Glo luminescence, 1 h; active compounds read low. activity change, negative = inhibition, % at 76.9 µM. 420,000 compounds, 0.13% hits; in the data active = activity change below about -50%; inconclusive = mostly about -30% to -49%;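 also: -100% = wells without enzyme as full effect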
# Target sequence (Q9BTU6 whole entry, looked up): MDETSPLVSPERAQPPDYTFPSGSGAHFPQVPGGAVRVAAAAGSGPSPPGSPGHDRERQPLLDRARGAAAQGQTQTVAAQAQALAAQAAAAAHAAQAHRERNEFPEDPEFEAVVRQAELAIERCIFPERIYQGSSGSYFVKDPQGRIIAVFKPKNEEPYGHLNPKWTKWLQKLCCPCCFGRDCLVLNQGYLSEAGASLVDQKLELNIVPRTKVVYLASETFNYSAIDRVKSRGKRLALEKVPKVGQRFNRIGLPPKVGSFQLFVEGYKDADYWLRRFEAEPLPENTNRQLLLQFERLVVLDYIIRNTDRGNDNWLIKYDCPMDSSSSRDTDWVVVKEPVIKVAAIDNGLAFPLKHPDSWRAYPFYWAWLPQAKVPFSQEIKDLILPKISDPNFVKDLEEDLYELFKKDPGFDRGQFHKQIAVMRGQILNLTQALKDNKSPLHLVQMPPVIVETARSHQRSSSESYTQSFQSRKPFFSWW
#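 Compounds are screened against recombinant PI4K2A using PI as substrate and ATP, the latter dispensed at 300 microM. Reactions run one hour at ambient temperature before ADP-Glo detection; full inhibition defined by wells lacking enzyme.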
# GRP78 ERSR act = inducers of ER stress response in human glioma cells; U87-MG GRP78 promoter luciferase reporter, 16 h; Potency, µM, for inactives: top-dose activation, hits mostly activators; 420,000 compounds, 0.02% hits; also: potency is read from the fitted curve at half-maximal effect; series mostly up to about 76 µM; % of control where 0% means no effect; nearly all actives have a fitted effect of over 35% in size
#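 Stably transfected U87-MG glioma cells carrying a GRP78-based luciferase sensor; 16 h compound incubation. Luminescence end-point read 10 min after Bright-Glo addition at room temperature.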
# An asterisk follows results filed as active; ? = inconclusive; / = not tested or not shown; & = joins results of further samples; [ ] = remark or other dose. Unless noted, calls follow the shape of the dose curve; as a rule, active = well fitted curve in the direction sought with a large enough effect; inconclusive = small, poorly fitted or top-dose-only effect, or another doubt; inactive = no such curve, though single readings can be large; an effect the other way counts as inactive or inconclusive. These rows are one share of the data; the hit share may differ from the screen's.
SMILES	USP1 inh	IDH1 R132H inh	RXFP1 ag	Vif-A3F inh	LDHA inh	TrxR1 substrate	Vif-A3G inh	PI4K2A block	GRP78 ERSR act
CSC[C@H]1CN(Cc2ccccc2)C(=O)[C@@H]1CC(=O)Nc1ccccc1	-35.6%	1.7%	/	0.0%	0.0	/	-0.5%	-0.9	-3.3%
CCOC(=O)c1cccc(NC(=O)CC2C(=O)N(c3ccccc3)C(=O)N2Cc2ccco2)c1 (stereo not drawn)	12.7%	1.9%	-0.7%	-0.8%	2.2	-9.9%	-1.6%	1.8	-2.2%
COc1ccccc1CCNC(=O)Cc1c(C)c2c(cc(C)c3c(C)c(C)oc32)oc1=O	-12.6%	0.6%	0.7%	4.4%	-4.9	6.6%	-1.5%	1.5	-1.8%
O=C(Cn1c(=O)[nH]c2ccccc2c1=O)N1CCN(Cc2ccc3c(c2)OCO3)CC1	-2.4%	-15.9%	-1.3%	-3.3%	-18.8	2.3%[57.1 µM]	6.3%	11.6	0.1%
Nc1ccccc1C(=O)NCC1(c2ccccc2)CCCC1	-6.3%	2.2%	2.2%	0.7%	-3.8	21.2%[57.1 µM]	1.7%	-1.1	-5.3%
COc1ccc(-c2cc(C(=O)Nc3cc(Cl)ccc3OC)no2)cc1	-19.8%	5.3%	4.4%	0.6%	-2.0	15.2%[57.1 µM]	0.2%	333.3	-3.5%
Cc1cccc(NC(=O)c2cccc(NC(=O)c3ccco3)c2)c1C	-22.6%	-0.7%	/	4.5%	-5.8	-5.6%	-2.2%	-1.8	-4.0%
Cc1cc(NC(=O)Nc2ccccc2[N+](=O)[O-])n(C)n1	-0.2%	-12.3%	3.3%	-0.4%	1.2	-6.9%	0.4%	4.5	0.1%
Cc1ccc(NC(=O)Nc2ccccc2C#N)c(Cl)c1	-14.7%	3.2%	0.2%	-15.0%	-1.9	35.8%[activator]	4.3%	-3.3	4.6%
COc1ccccc1C(CNC(=O)c1ccc(C)c(S(=O)(=O)N2CCCCC2)c1)N1CCCC1 (stereo not drawn)	-19.0%	-9.9%	-1.1%	20.1%	-1.4	-2.0%[57.1 µM]	1.0%	-3.5	-0.3%
O=C(Cc1ccccc1[N+](=O)[O-])Nc1ccc2c(c1)OCO2	-24.2%	12.2%	4.2%	-12.0%	-0.9	3.8%	-8.9%	3.1	5.0%
CC(=O)N1N=C(c2cccs2)CC1c1ccc(C)o1 (stereo not drawn)	-16.1%	-3.5%	3.9%	1.7%	-3.7	7.0%[57.1 µM]	1.5%	2.1	0.5%
COC(=O)c1ccc(NC(=O)CC2C(=O)N(c3ccccc3)C(=O)N2Cc2ccco2)cc1 (stereo not drawn)	-8.3%	12.4%	1.5%	-10.7%	0.2	4.6%[57.1 µM]	2.4%	-2.0	-0.8%
Cc1cc(NC(=O)Cc2ccsc2)ccc1Br	-9.9%	6.8%	0.5%	5.3%	-2.8	-1.2%	1.6%	3.0	10.8%
CN(C(=O)c1ccc(NC(=O)Cc2ccc(NC(=O)C3CCCN(C(=O)C4CCC4)C3)cc2)cc1)C1CC1 (stereo not drawn)	?	-5.8%	-0.5%	-1.8%	-4.9	7.3%[57.1 µM]	5.2%	0.6	0.5%
Cc1c(F)cccc1NS(=O)(=O)c1ccc2c(c1)c(C)cc(=O)n2C	-0.1%	-4.7%	1.2%	-8.2%	1.6	-10.5%	-6.4%	5.4	-1.0%
CC[C@]12CCCN3CCc4c(n(c5ccccc45)C(=O)C1)C32 (stereo partly drawn)	10.3%	-3.3%	0.9%	-2.1%	-2.5	-10.7%	?	3.3	-2.4%
CC(=O)c1cccc(NC(=O)COc2ccccc2C(=O)c2cc(C#N)c(=O)n(C3CCCCC3)c2)c1	-2.6%	1.7%	4.8%	1.5%	-4.3	-11.7%	1.5%	0.7	-2.2%
CCCCNC(=O)CSc1nc2cc3c(cc2c(=O)n1CCCC(=O)NCc1ccc2c(c1)OCO2)OCO3	-3.5%	-13.6%	-1.4%	-1.4%	-10.4	1.4%[57.1 µM]	1.3%	-6.1	-1.9%
Clc1ccc(CN2CCN(c3ncnc4scc(-c5cccs5)c34)CC2)cc1	-4.9%	6.3%	2.7%	-1.7%	-1.8	1.4%	0.5%	5.8	-4.6%
CCOc1ccc2nc(NC(=O)Nc3ccccc3)sc2c1	-14.5%	-0.8%	1.3%	-5.1%	2.1	0.0%[57.1 µM]	-0.9%	2.5	-6.5%
CCOC(=O)c1[nH]c(C)c(CCC(=O)Nc2ccc(C(C)=O)cc2)c1C	?	-4.7%	2.2%	-4.7%	-5.4	-4.1%[57.1 µM]	-2.7%	0.3	-1.0%
Cc1ccc(-n2nc(C)c3c2OC(N)=C(C#N)C3c2ccoc2)cc1 (stereo not drawn)	-17.2%	5.3%	0.6%	6.5%	3.2	6.0%[57.1 µM]	-3.2%	-1.4	-4.2%
CN(C)C=NC(=O)c1cc(C(=O)c2ccccc2)c[nH]1	2.0%	16.2%	0.2%	-11.7%	-4.9	1.8%[57.1 µM]	0.8%	1.2	-3.9%
CC(=O)C1CCC2C3CC(C)C4(O)CC(=O)CCC4(C)C3C(O)CC12C (stereo not drawn)	-9.9%	9.5%	/	3.7%	-4.4	12.7%[57.1 µM]	-0.5%	0.4	-2.3%
COC(=O)c1c(-c2c(Cl)cccc2Cl)noc1C(=O)NNC(=O)N(C)C	-19.3%	2.0%	-2.3%	-12.9%	-9.8	6.2%[57.1 µM]	0.2%	-0.6	-1.3%
COc1ccc(OC)c2[nH]c(=O)c(CCNS(=O)(=O)c3ccccc3)cc12	-5.1%	5.3%	-0.8%	-0.9%	-1.4	-10.8%	-11.8%	-4.5	-0.2%
Cc1ccc(SCCCCN2CCNCC2)cc1	-16.0%	2.3%	-0.1%	-2.2%	?	3.6%	6.0%	5.2	-0.2%
CCOC(=O)c1ccc(N2C(=O)CC(N3CCC(Nc4ccc(F)cc4)CC3)C2=O)cc1 (stereo not drawn)	-2.9%	4.0%	1.3%	3.0%	-2.3	-8.3%	0.2%	2.5	2.0%
Cc1ccc(-c2nnc(SCC(=O)NCCC(C)C)nc2-c2ccc(C)cc2)cc1	?	43.2%[activator]	1.0%	-4.1%	-1.3	-6.2%[57.1 µM]	1.9%	0.6	-2.1%
CCCCc1nc(Cl)c(CO)n1Cc1ccc(-c2ccccc2-c2nnn[nH]2)cc1	-25.5%	-9.3%	/	-1.6%	-9.1	4.2%	-0.2%	2.1	-6.6%
Cc1sc2ncnc(N)c2c1C	-11.6%	-4.3%	7.5%	-9.4%	-1.6	4.3%	0.2%	8.5	-3.1%
CCC(=O)N(Cc1ccc(S(N)(=O)=O)cc1)C1CC(=O)N(c2ccccc2)C1=O (stereo not drawn)	-22.4%	-2.5%	0.0%	0.5%	-10.5	2.2%	-0.5%	0.1	-2.2%
S=c1[nH]nc(Cc2cccs2)n1-c1ccccc1	-1.3%	1.0%	3.3%	6.5%	-2.9	-2.0%	2.0%	8.0	-3.2%
COC(=O)c1cc2sc(Cl)cc2n1Cc1nc(-c2ccccc2)oc1C	-5.4%	-2.9%	-0.7%	-0.7%	-11.7	-5.7%	3.5%	-2.2	-1.8%
C/C(=N\NC(=O)CC#N)C1COc2ccccc2O1 (stereo not drawn)	-12.1%	3.6%	0.1%	-7.7%	-3.5	11.8%[57.1 µM]	2.0%	20.2	-0.2%

# Grouped by structure, the entries above with a nitro group on carbon (2)
SMILES	USP1 inh	IDH1 R132H inh	RXFP1 ag	Vif-A3F inh	LDHA inh	TrxR1 substrate	Vif-A3G inh	PI4K2A block	GRP78 ERSR act
Cc1cc(NC(=O)Nc2ccccc2[N+](=O)[O-])n(C)n1	-0.2%	-12.3%	3.3%	-0.4%	1.2	-6.9%	0.4%	4.5	0.1%
O=C(Cc1ccccc1[N+](=O)[O-])Nc1ccc2c(c1)OCO2	-24.2%	12.2%	4.2%	-12.0%	-0.9	3.8%	-8.9%	3.1	5.0%

# Remaining list, next part
SMILES	USP1 inh	IDH1 R132H inh	RXFP1 ag	Vif-A3F inh	LDHA inh	TrxR1 substrate	Vif-A3G inh	PI4K2A block	GRP78 ERSR act
CC(C)(C)C(=O)N1CCN(c2ncnc3scc(-c4ccccc4)c23)CC1	-11.6%	0.0%	2.5%	0.4%	-4.5	-5.0%	-4.5%	9.2	-4.4%
CCN1/C(=C/C=C/c2sc3ccccc3[n+]2CC)Sc2ccccc21	?	?	0.3%	-25.8%	-7.9	5.9%	4.4%	?	-6.2%&-11.9%
c1ccc(-c2nc(-c3nccc4ccccc34)oc2-c2ccccc2)cc1	-17.6%	4.2%	6.0%	3.2%	-5.5	215.7%[activator]	-5.4%	-4.8	6.2%
COc1ccc(C(O)c2nc(-c3cccc(O)c3)cs2)cc1 (stereo not drawn)	/	/	/	/	-7.2	/	-7.8%	-0.4	1.8%
COc1ccc(CCNc2ncnc3c2nnn3Cc2ccccc2)cc1	-13.9%	24.8%	0.7%	7.2%	-8.6	4.1%	-1.9%	-5.4	-1.5%

# From PubChem
